TCR act – activators of T cell receptors. primary human leukocytes, anti-CD3, IL-2 HTRF, 48 h. Potency, µM (titrated, usually from 9.22 µM), for inactives: at the top dose activation of IL-2 secretion, actives largely listed as activators. 330,000 tested, under 10 active. AID 504894; also: % of control where 0% means no effect
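IL-2 release read by HTRF sandwich (Eu cryptate donor, d2 acceptor, 665 nm emission) after 48 hr exposure of primary human leukocytes to compound together with anti-CD3 beads in the absence of co-stimulatory signals.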
Mito fusion act – inhibitors of mitochondrial division or activators of mitochondrial fusion | S. cerevisiae fusion-defective mutant growth rescue, CellTiterGlo 48 h | Potency, µM (series often up to 46.1 µM), inactives show top-dose growth rescue (activation), actives largely listed as activators | 320,000 compounds, 0.23% hits;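 also: potency is read from the fitted curve at half-maximal effect; % of control where 0% means no effect; nearly all actives have a fitted effect of over 45% in size; temperature-sensitive fusion mutants such as fzo1-1 at 37 °C on non-fermentable ethanol glycerol medium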
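S. cerevisiae fusion-defective temperature-sensitive mutants (e.g. fzo1-1, mgm1-5) grown 48 h at 37C in YPEG (ethanol/glycerol non-fermentable) medium with 23 nl compound per well; growth rescue read as CellTiterGlo luminescence.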
Eya2 phos inh – Eya2 (human) phosphatase inhibition | O00167 | recombinant Eya2, OMFP fluorescence dephosphorylation (OMFP is methylfluorescein phosphate) | Potency, µM (series often up to 76.9 µM), for the others: at the top dose activity, negative = inhibition, usual class: inhibitors | 330,000 compounds, 0.006% hits | AID 488837; also: potency is read from the fitted curve at half-maximal effect; % is scaled to controls: 0 for no effect and ±100 for the full control effect
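Eya2 (0.2 uM) preincubated 10 min at ambient with compound, then OMFP substrate added at 50 uM; 10 min reaction in 50 mM HEPES pH 7.5, 50 mM NaCl, 5 uM MgCl2, 0.05% BSA, 1 mM DTT. Fluorescence read at Ex 485/Em 525 nm.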
ELG1 DNA repair – ELG1-dependent DNA repair inhibition; Potency, µM (titrated, usually from 46.1 µM), for the others: at the highest dose activity change, negative = inhibition, most hits filed as inhibitors; AID 504467; HEK293T ELG1-luciferase reporter, luminescence, 16 h; DNA damage induced by 5-fluorouridine; 330,000 compounds, 2.3% hits; also: potency is read from the fitted curve at half-maximal effect; % is scaled to controls: 0 for no effect and ±100 for the full control effect; nearly all actives have a fitted effect of over 55% in size
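DMSO vehicle served as the neutral condition. Each well held 2,000 cells given 5-fluorouridine plus compound; after 16 hr at 37 °C/5% CO2, ONE-Glo was added and luciferase measured 30 min later.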
KCNH2 3.1 inh – KCNH2 3.1 (human) potassium channel inhibition. U2OS KCNH2 3.1, thallium flux FluxOr; stronger effect = lower value. activity change, % (tested at about 1.8 µM). 340,000 compounds, 0.95% hits;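 active = maximum activity change below -70%; inconclusive = maximum activity change from -70% to -50%; inactive = maximum activity change above -50%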;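 also: thallium influx rate constant from kinetic fluorescence after stimulation buffer; % is scaled to controls: 0 for no effect and ±100 for the full control effect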
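U2OS cells transduced with KCNH2 3.1 mutant virus (1.77 x 10^8 /mL, 4 h), plated overnight at 37 C, loaded 45 min with FluxOr dye plus Red40 quencher. Thallium flux rate constant from kinetic reads after stimulation buffer, normalised to controls.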
hERG WT inh – KCNH2 (human, wildtype) channel inhibition; Q12809; U2OS, BacMam KCNH2, thallium flux FluxOr; stronger effect = lower value; activity change, % at 1.84 µM; 340,000 compounds, 0.37% hits; AID 720551;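 active = maximum activity change below -70%; inconclusive = maximum activity change between -70% and -50%; inactive = maximum activity change above -50%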; also: % is scaled to controls: 0 for no effect and ±100 for the full control effect
Target sequence (Q12809 whole entry, looked up): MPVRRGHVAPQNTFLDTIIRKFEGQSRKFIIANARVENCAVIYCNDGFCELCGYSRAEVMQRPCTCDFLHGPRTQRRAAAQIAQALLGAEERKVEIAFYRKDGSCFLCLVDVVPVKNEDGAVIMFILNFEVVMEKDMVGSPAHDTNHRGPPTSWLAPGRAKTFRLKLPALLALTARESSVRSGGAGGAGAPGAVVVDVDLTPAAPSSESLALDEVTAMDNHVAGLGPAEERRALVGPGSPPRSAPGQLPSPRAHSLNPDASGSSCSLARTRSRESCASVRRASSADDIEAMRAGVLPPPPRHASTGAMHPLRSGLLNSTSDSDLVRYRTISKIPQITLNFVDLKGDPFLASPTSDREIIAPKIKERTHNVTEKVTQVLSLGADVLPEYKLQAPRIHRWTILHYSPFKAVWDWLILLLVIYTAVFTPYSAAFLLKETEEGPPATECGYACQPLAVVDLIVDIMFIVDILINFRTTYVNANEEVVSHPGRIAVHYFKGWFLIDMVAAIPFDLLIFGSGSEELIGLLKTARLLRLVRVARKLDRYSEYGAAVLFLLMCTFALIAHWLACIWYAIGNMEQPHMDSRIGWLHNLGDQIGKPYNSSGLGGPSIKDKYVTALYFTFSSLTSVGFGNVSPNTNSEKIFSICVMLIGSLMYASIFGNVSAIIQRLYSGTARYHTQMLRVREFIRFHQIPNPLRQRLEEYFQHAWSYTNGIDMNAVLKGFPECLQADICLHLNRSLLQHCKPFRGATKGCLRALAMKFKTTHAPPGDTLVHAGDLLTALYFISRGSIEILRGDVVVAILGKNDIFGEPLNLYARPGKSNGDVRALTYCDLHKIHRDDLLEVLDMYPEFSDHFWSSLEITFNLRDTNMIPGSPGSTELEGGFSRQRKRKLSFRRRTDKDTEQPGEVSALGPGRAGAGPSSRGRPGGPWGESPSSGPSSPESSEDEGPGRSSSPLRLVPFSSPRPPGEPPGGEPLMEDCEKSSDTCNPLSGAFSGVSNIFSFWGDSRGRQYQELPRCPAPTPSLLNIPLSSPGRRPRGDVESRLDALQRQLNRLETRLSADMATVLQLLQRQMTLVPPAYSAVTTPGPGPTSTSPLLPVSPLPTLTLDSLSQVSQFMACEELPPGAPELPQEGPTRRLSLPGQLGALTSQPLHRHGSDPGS
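U2OS cells were transduced with wild-type KCNH2 virus (2.03 x 10^8 / mL) for 4 h at room temperature, then cultured overnight at 37 C. Thallium flux was read with FluxOr dye. Rate constants were normalized to DMSO controls.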
USP2a block – USP2a (human) protease inhibition; 330,000 compounds, 0.01% hits; USP2 core, Ub-CHOP2 coupled fluorogenic reporter, 485/531; O75604; Potency, µM (titrated, usually from 38.3 µM), inactives show at the highest dose activity change, negative = inhibition, actives largely listed as inhibitors; AID 463254;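 also: potency is read from the fitted curve at half-maximal effect; plate controls were DMSO wells for no effect and full inhibition by NEM control for full effect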
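Deubiquitinase activity read as fluorescence (485/531 nm) after Ub-CHOP2 cleavage activates the enterokinase reporter on its substrate; USP2 core 10nM, Ub-CHOP2 and substrate 25nM each, 30min compound preincubation then 60min RT; data normalized to NEM, curves fitted.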
TSHR antag – antagonists of human thyroid stimulating hormone receptor. P16473. TSHR-expressing cells, TSH-stimulated cAMP HTRF, 2 h; stronger effect = lower value. AID 504810. activity change, negative = inhibition, % at 11.5 µM. 330,000 compounds, 0.2% hits;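 active = activity change below a set negative limit, meaning inhibition stronger than a set level, cut at about -70% in these data; inconclusive = activity change between two set negative limits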; also: % is scaled to controls: 0 for no effect and ±100 for the full control effect
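Inhibition of cAMP made by TSHR-expressing cells under TSH stimulation (4nM final, EC80; 2 h, 37 deg C) is quantified with a one-step lysis HTRF kit, anti-cAMP cryptate versus cAMP-d2.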
A-T KAP1 phos – candidate therapy for ataxia-telangiectasia. 320,000 compounds, 0.19% hits. […] A-T fibroblasts, KAP-1 phosphorylation AlphaLISA; neocarzinostatin DNA damage 30 min before lysis. Potency, µM (top dose mostly 57.5 µM), for the others: at the top dose activation, actives largely listed as activators. AID 485349; also: potency is read from the fitted curve at half-maximal effect; % of control where 0% means no effect; nearly all actives have a fitted effect of over 45% in size
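hTERT-immortalized A-T patient fibroblasts ([…]), 500 cells/well in OPTI-MEM, 1% FBS, got compounds for 60 min, then NCS for 30 min at 37C. Lysates were then assayed for phospho-KAP-1 by AlphaLISA (anti-pKAP1 donor, anti-KAP1 acceptor beads), 6 hr at 25C.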
TRPV1 ag – agonists of human vanilloid receptor 1 (TRPV1) | activation, % at 8.33 µM | TRPV1-expressing cells, Fluo-8 calcium influx, agonist mode | Q8NER1 | 320,000 compounds, 0.19% hits; in the data active = activation above about 80%; inconclusive = between about 30% and that limit; also: 0% is about no effect
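Cells expressing TRPV1 were dye-loaded with Fluo-8 and read kinetically: 10 s baseline, 3 min after compound (agonist portion), then 2 min after EC20 capsaicin (allosteric enhancer portion). Calcium-bound dye fluorescence at 480/520 nm.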
Starred values were filed as active, the others as inactive; ? = inconclusive; / = no result given; [ ] = another dose, or the depositor's remark. Unless noted, calls follow the shape of the dose curve; as a rule, active = well fitted curve in the direction sought with a large enough effect; inconclusive = small, poorly fitted or top-dose-only effect, or another doubt; inactive = no such curve, though single readings can be large; an effect the other way counts as inactive or inconclusive. Some of the compounds tested; the hit share may differ from the screen's.

Below each compound – TCR act, Mito fusion act, Eya2 phos inh, ELG1 DNA repair, KCNH2 3.1 inh, hERG WT inh, USP2a block, TSHR antag, A-T KAP1 phos, TRPV1 ag
> CS(=O)(=O)Nc1ccc(C(=O)Nc2ccccc2Sc2ccccc2)cc1
    4%[46.1 µM], 28%, 3%, ?, -9, 7, -1%, 5, 3%, 1
> CCCCCC(=O)N/N=C/c1ccc([N+](=O)[O-])o1
    -4%, -6%, 7%, /, -16, 9, -2%, -2, /, 6
> O=P(Cc1nnco1)(c1ccccc1)c1ccccc1
    -2%, 2%, 6%, 9%, -7, -3, 0%, -4, 1%, -1
> CCOc1cccc(NC(=O)C2CC(=O)N(C)C(=Nc3ccccc3)S2)c1 (stereo not drawn)
    9%, -5%, 8%, 0%, -6, 5, 3%, 0, 1%, 18
> COC(=O)/C=C1\S/C(=N/NC(=O)c2ccccc2)NC1=O
    /, 5%, 6%, 6%, -5, -2, 2%, -3, -2%, -1
> CC1(C)C(=O)Nc2ccccc2N1C(=O)COC(=O)c1ccc(Cl)c(S(=O)(=O)NCc2ccccc2)c1
    -16%, -1%, -10%, 21µM*, -2, 9, 0%, -15, -1%, 2
> COc1ccc(N2CCN(C(=O)c3cccc(Br)c3)CC2)c([N+](=O)[O-])c1
    0%, 0%, 6%, -14%, -20, /, -2%, -13, 4%, 13
> COc1ccc(NS(=O)(=O)c2ccc(C)c(NC(=O)CNC(=O)c3ccco3)c2)cc1
    3%, 1%, 14%, 5%, -2, 61, 0%, 3, -3%, 0
> COc1cc(/C=N/n2c(C)n[nH]c2=S)ccc1OCc1ccc(F)cc1
    3%[46.1 µM], -1%, -10%, ?, -1, -4, 0%, -11, -2%, -3
> Cc1cc(C)c(S(=O)(=O)N2CCCOC2CNC(=O)C(=O)NCc2ccncc2)c(C)c1 (stereo not drawn)
    3%[46.1 µM], -2%, 3%, 10%, 3, 2, 3%, 17, 2%, -3
> COc1ccc(-c2sc3ccccc3c2C#Cc2cncn2C)cc1
    12%, /, -5%, ?, 33, 0, 2%, -4, 32µM*, /
> Cc1cc(Br)ccc1SCC(=O)NCC(c1ccco1)N1CCCCC1 (stereo not drawn)
    -1%, -8%, -5%, -15%, -13, 6, 3%, 9, 3%, 7
> COc1ccc(NC(=O)Cn2c(=O)n(-c3ccc(CC(=O)NCc4ccco4)cc3)c(=O)c3ccccc32)cc1
    -7%, -5%, 19%, 2%, 1, -23, 4%, 2, 1%, 1
> COc1ccc2oc(C(=O)OC(C)C(=O)NC3(C#N)CCCCC3)c(C)c2c1 (stereo not drawn)
    -1%, 8%, 12%, -10%, 13, 3, 3%, -2, 0%, ?
> COc1ccc(CN2CC(C(=O)NCc3ccccn3)CC2=O)cc1 (stereo not drawn)
    -5%, 1%, 13%, -8%, 14, -11, 4%, -1, 0%, -2
> CCOC(=O)/C(=N/Nc1ccc(Cl)cc1)S(=O)(=O)c1ccc(Cl)cc1
    -121%, -3%, 1%, ?, -10, 4, 1%, -4, -3%, 5
> Cc1cc(C)n(-c2nc(NCC(C)O)c3c4c(sc3n2)COC(C)(C)C4)n1 (stereo not drawn)
    -4%, -15%, -5%, 15µM*, 3, 18, -1%, -12, -4%, 20
> O=C(COC(=O)c1ccncc1)Nc1cc(Cl)c(Cl)cc1Cl
    /, -1%, -6%, -5%, /, /, -1%, 3, -5%, 0
> CC1(C)Cc2cccc(OCC(=O)N3CCN(c4ccccc4F)CC3)c2O1
    1%, ?, -4%, ?, -7, 17, 0%, -14, 9%, ?
> CCN(CC)c1nc2ccccc2[nH]c1=O
    1%, -3%, 13%, 17%, -11, -3, -1%, -8, 4%, 1

Arranged by SMILES length (rising): some entries from above
Below each compound – TCR act, Mito fusion act, Eya2 phos inh, ELG1 DNA repair, KCNH2 3.1 inh, hERG WT inh, USP2a block, TSHR antag, A-T KAP1 phos, TRPV1 ag
> CCN(CC)c1nc2ccccc2[nH]c1=O
    1%, -3%, 13%, 17%, -11, -3, -1%, -8, 4%, 1
> CCOC(=O)/C(=N/Nc1ccc(Cl)cc1)S(=O)(=O)c1ccc(Cl)cc1
    -121%, -3%, 1%, ?, -10, 4, 1%, -4, -3%, 5
> Cc1cc(C)n(-c2nc(NCC(C)O)c3c4c(sc3n2)COC(C)(C)C4)n1 (stereo not drawn)
    -4%, -15%, -5%, 15µM*, 3, 18, -1%, -12, -4%, 20
> COc1ccc(NC(=O)Cn2c(=O)n(-c3ccc(CC(=O)NCc4ccco4)cc3)c(=O)c3ccccc32)cc1
    -7%, -5%, 19%, 2%, 1, -23, 4%, 2, 1%, 1

Other structures:
compound | TCR act | Mito fusion act | Eya2 phos inh | ELG1 DNA repair | KCNH2 3.1 inh | hERG WT inh | USP2a block | TSHR antag | A-T KAP1 phos | TRPV1 ag
O=C(NC1CC1)C1=C[C@@H](C2CCCCC2)C[C@@H](OCc2ccc(CO)cc2)O1 | -7% | 5% | -3% | ? | -10 | -41 | 2% | -1 | 1% | 10
Cc1cccc2cc(CN(CCCN(C)C)C(=S)NCCc3ccccc3)c(=O)[nH]c12 | -2% | -6% | 6% | 16% | -38 | 48 | 5% | -1 | 3%[11.5 µM] | 2
CCN(C(=O)Cn1cnc2c(nc3n2CCCCC3)c1=O)c1cccc(Cl)c1 | 2% | 3% | -6% | -5% | 2 | 2 | 4% | -2 | 1% | 1
COCCNc1ccc(S(=O)(=O)N2CCCC2)cc1[N+](=O)[O-] | 2% | 5% | 15% | -12% | 0 | -5 | 1% | -1 | -10% | -1
O=C(CCC(=O)NNC(=S)Nc1ccccc1)NCc1ccccc1 | 4% | 4% | / | / | -8 | 16 | / | / | / | 1
CCOc1cc2c3c(c1)C1(OCCO1)C(=O)N3C(C)(C)CC2C (stereo not drawn) | 6% | 6% | -14% | 1% | -4 | 2 | 1% | -3 | 6% | 16
CC1(C)CC(=O)C=C(C(=O)NC2CCCc3c2cnn3-c2cc(F)cc(F)c2)O1 (stereo not drawn) | / | -3% | 15% | 16% | 6 | -1 | 3% | 5 | 1% | 0
CC(C)(C)C(=O)NC(=S)NNC(=O)c1ccc(Cl)cc1Cl | 1% | -1% | 14% | ? | 6 | -23 | 0% | 8 | -2% | ?
CCCCOc1ccc(-c2nnc(N)s2)cc1 | -7% | 29% | -1% | ? | / | -12 | 0% | 0 | -8% | 0
Cc1cc(Cl)ccc1OCCNC(=S)NC(=O)c1cccnc1 | -7% | -1% | 6% | -4% | 1 | -8 | -1% | -15 | 0% | 15
O=C(CCC1CCCN(c2ncccn2)C1)NCc1ccc(F)c(F)c1 (stereo not drawn) | 13% | -8% | 3% | -2% | -14 | -8 | -2% | -7 | 1%[11.5 µM] | 26
O=c1c(C=Nc2ccc(Oc3ccccc3)cc2)c[nH]n1-c1cccc(Cl)n1 | -3% | 0% | -2% | -3% | ? | -8 | 3% | 7 | 5% | -2
COc1ccc(C(=O)c2nc3c(n2O)CCCC3)cc1OC | 1% | 0% | 28% | 7% | 2 | -5 | 5% | -9 | / | 0
Cc1cccc(NC(=O)N2CCCCCC2)c1 | -4% | 0% | 0% | ? | -16 | -11 | 0% | -2 | -1% | 6
Cc1ccc(S(=O)(=O)Nc2c(O)c3ccccc3oc2=O)cc1 | -3% | 5% | 6% | 4% | 3 | 2 | 1% | 12 | 0% | 2
Cc1cc(SCCOc2ccc(Br)cc2)nc(N)n1 | 0% | 4% | 13% | -9% | 0 | -2 | 1% | -32 | -1% | 1
C=CCOC(=O)C1=C(C)NC(SCC(=O)OCC)=C(C#N)C1c1ccc(C)cc1 (stereo not drawn) | 1% | -4% | -11% | -2% | 12 | 35 | -8% | -6 | 2% | 18
Cc1cc(C)c(C(=O)COC(=O)c2cc([N+](=O)[O-])ccc2NCCO)cc1C | 4%[46.1 µM] | 2% | -2% | 1% | 1 | -11 | 1% | -21 | -9% | 19
CCOc1ccc2[nH]c(=O)c(CN(CC3COCCO3)C(=O)C3CC3)cc2c1 (stereo not drawn) | 2%[46.1 µM] | 0% | -2% | 2% | 8 | 5 | 0% | 11 | -2% | 2
Cc1c2c(c(C)n1C)C(C(=O)NC1CCCCC1)N(Cc1ccccc1)C2=O (stereo not drawn) | -6% | 4% | -9% | -11% | -3 | -3 | -1% | -2 | 0% | 4
Cc1ccc(NC(=O)Cn2c(/C=C/c3ccccc3)nc3ccccc32)cc1C | 0% | -11% | 4% | 17% | 10 | -3 | 1% | -1 | -3% | -2
CCOC(=O)C1CCCN(C(=O)CSc2nnnn2C)C1 (stereo not drawn) | 5% | / | 10% | 5% | -10 | 9 | 7% | / | -7% | /
